EBI2 block: EBI2 receptor antagonists, beta-arrestin recruitment, primary screen, cell-based, luminescence, 7a,25-OHC stimulation, uHTS | G-protein coupled receptor 183 (Homo sapiens), P32249 | 7a,25-OHC stimulated | inhibition, % at 5 µM | 0.81% of 360,000 active | AID 651636, 2012; in the data active = inhibition above about 38%;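 also: enzyme fragment complementation signal reports receptor beta-arrestin coupling in cells; 0% = agonist plus DMSO wells and 100% = wells without agonist; some results beyond the cut were filed as inactive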
APJ antag: antagonists of human apelin receptor APJ, primary screen, CHO-K1 cells, beta-arrestin complementation, luminescence; 0.32% of 330,000 active; inhibition, % at 20 µM; P35414; AID 2521, 2010;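 active = inhibition above about 40% at 20 µM, limit read from the data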;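 also: cells challenged with 10 nM apelin-13 agonist together with compound; plate controls were apelin-13 plus DMSO wells for no effect and DMSO wells lacking apelin-13 for full effect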
CXCR6 block: CXCR6 receptor inhibitors, primary screen, cell-based, beta-arrestin, luminescence, CHO-K1 PathHunter, 1536-well. inhibition, % at 20 µM. C-X-C chemokine receptor type 6 (Homo sapiens), O00574. 0.36% of 360,000 active; in the data active = inhibition above about 34%, passing the limit was not always enough;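 also: antagonist mode with CXCL16 agonist at 10 nM final; 0% = 10 nM CXCL16 with DMSO and 100% = unstimulated wells without agonist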
Target sequence (O00574 whole entry, looked up): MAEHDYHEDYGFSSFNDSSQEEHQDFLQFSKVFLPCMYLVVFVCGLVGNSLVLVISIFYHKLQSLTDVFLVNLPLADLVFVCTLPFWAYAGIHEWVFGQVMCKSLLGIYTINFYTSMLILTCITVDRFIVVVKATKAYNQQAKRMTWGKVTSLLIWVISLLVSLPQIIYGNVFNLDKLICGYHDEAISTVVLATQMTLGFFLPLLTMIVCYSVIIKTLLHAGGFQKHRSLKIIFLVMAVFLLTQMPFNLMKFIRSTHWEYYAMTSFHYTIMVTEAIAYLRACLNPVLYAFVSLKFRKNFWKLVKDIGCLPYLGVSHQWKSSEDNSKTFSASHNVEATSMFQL
CCR6 antag: CCR6 receptor antagonists, primary screen, cell-based, CHO-K1, luminescence, beta-arrestin, uHTS; 0.49% of 340,000 active; inhibition, % at 20 µM; AID 493098, 2011; C-C chemokine receptor type 6 (Homo sapiens), P51684; CHO-K1 CCR6 PathHunter beta-arrestin, CCL20-stimulated;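 active = compounds whose inhibition of the agonist-driven luminescence signal at 20 µM reaches about 50%, limit read from the data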;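 also: cells stimulated with CCL20 at 14 nM final; plate controls were DMSO with CCL20 for no effect and DMSO without agonist for full effect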
Gli-Sufu antag: Gli-Sufu pathway antagonists, primary screen, luciferase luminescence, Sufu-KO-LIGHT cells, uHTS | Sufu-KO-LIGHT fibroblasts, Gli luciferase reporter luminescence | 0.74% of 340,000 active | inhibition, % at 5 µM;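 active = inhibition above about 55%, limit read from the data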;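 also: 0% = DMSO-treated cells and 100% = wells with medium but no cells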
UBC13 inh: UBC13 polyubiquitin chain formation inhibitors, primary screen, biochemical, TR-FRET, uHTS | AID 485273, 2010 | inhibition, % at 20 µM | 0.47% of 330,000 active; in the data active = inhibition above about 45%, passing the limit was not always enough
Target sequence (P61088 whole entry, looked up): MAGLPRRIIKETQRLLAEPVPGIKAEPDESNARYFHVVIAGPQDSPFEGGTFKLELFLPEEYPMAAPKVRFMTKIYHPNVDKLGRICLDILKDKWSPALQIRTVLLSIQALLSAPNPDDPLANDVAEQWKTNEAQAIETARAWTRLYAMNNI
APJ agonist: agonists of human apelin receptor APJ, primary screen, CHO-K1 cells, PathHunter beta-arrestin, luminescence | P35414 | 0% DMSO wells, 100% apelin | activation, % at 20 µM | 0.11% of 330,000 active | AID 2520, 2010;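 active = activation more than six SD over the plate average, tested at 20 µM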;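 also: 0% = DMSO alone and 100% = apelin-13 at 10 nM; some results filed as inactive read as strong as hits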
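Assay system: engineered CHO-K1 APJ arrestin reporter cells; Amount: 1000 CHO-K1 reporter cells seeded per well; Dosing: one dose, 20 µM compound, 1% DMSO; Times: compound stimulation 90 min at 25 °C, detection 60 min; Measured by: luminescent beta-gal fragment complementation, chemiluminescent substrate; Read-out: APJ–arrestin association signal; Controls: DMSO vs Apelin-13 10 nM.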
ATG4B inh: ATG4B protease inhibitors, primary screen, biochemical, fluorescence, uHTS | inhibition, % at 8.33 µM | 0.51% of 340,000 active | Cysteine protease ATG4B (Homo sapiens), Q9Y4P1 | AID 504462, 2011 | ATG4B cleavage of LC3-PLA2, NBD-HPC fluorescence, 1 h; in the data active = inhibition above about 40%
Target sequence (Q9Y4P1 whole entry, looked up): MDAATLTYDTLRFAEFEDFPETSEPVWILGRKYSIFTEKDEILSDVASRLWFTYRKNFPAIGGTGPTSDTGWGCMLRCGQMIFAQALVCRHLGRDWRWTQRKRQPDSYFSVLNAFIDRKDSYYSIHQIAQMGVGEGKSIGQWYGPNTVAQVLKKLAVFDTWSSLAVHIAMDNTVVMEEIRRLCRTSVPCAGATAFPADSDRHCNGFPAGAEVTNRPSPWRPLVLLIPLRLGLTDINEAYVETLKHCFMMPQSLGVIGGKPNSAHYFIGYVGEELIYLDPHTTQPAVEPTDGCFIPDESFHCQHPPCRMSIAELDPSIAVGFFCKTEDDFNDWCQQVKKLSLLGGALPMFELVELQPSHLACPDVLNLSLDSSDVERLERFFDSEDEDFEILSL
Starred values were filed as active, the others as inactive. An unsorted share of the library; overall some 3% were active at least once.

For CCN(CC)S(=O)(=O)c1ccc2c(c1)c(C(=O)O)cn2C the results were EBI2 block -1, APJ antag 17, CXCR6 block 2, CCR6 antag -9, Gli-Sufu antag -2, UBC13 inh 9, APJ agonist -1 and ATG4B inh -6.
For Cc1cc(NC(=O)CC(F)(F)F)n(-c2ccccc2)n1 the results were EBI2 block -10, APJ antag -3, CXCR6 block -17, CCR6 antag 4, Gli-Sufu antag 1, UBC13 inh -30, APJ agonist 0 and ATG4B inh -6.
Screening COC(=O)c1ccc(C(=O)OCCCc2nc3ccc(N)cc3[nH]2)cc1 returned EBI2 block 2, APJ antag -16, CXCR6 block -6, CCR6 antag -10, Gli-Sufu antag -11, UBC13 inh 3, APJ agonist -2 and ATG4B inh 0.
For CCOC(=O)C1CCN(C(=O)CCCn2c(=O)c3cccn3c3cccnc32)CC1 the results were EBI2 block -17, APJ antag 1, CXCR6 block -9, CCR6 antag 4, Gli-Sufu antag 13, UBC13 inh 2, APJ agonist -6 and ATG4B inh -5.
O=[N+]([O-])c1cc(NS(=O)(=O)c2ccc(Cl)nc2)ccc1Cl was read as EBI2 block -1, APJ antag 24, CXCR6 block 6, CCR6 antag 18, Gli-Sufu antag -6, UBC13 inh -10, APJ agonist -7 and ATG4B inh 3.
Screening Cc1cc(C(=O)NC2CC(C)(C)Cc3c2cnn3-c2cccc(F)c2)n(C)n1 (centres undefined) returned EBI2 block 3, APJ antag 9, CXCR6 block 3, CCR6 antag 2, Gli-Sufu antag 24, UBC13 inh -8, APJ agonist -4 and ATG4B inh 0.
`CC(C)Nc1nnc(SC(C)C(=O)N(C)C2CCCCC2)s1` (centres undefined) gave EBI2 block 0, APJ antag -2, CXCR6 block -2, CCR6 antag 3, Gli-Sufu antag -8, UBC13 inh 6, APJ agonist 3 and ATG4B inh -5.
Screening COc1ccc(C(=O)COc2ccccc2N2C(=O)C3C4C=CC(C4)C3C2=O)cc1 (centres undefined) returned EBI2 block 26, APJ antag 14, CXCR6 block 3, CCR6 antag 19, Gli-Sufu antag -9, UBC13 inh -1, APJ agonist -1 and ATG4B inh 5.
COc1cc(C2C(C(=O)c3ccc(C)o3)=C(O)C(=O)N2CCCn2ccnc2)cc(OC)c1OC (centres undefined) was read as EBI2 block -7, APJ antag -24, CXCR6 block -3, CCR6 antag 6, Gli-Sufu antag 7, UBC13 inh -45, APJ agonist 1 and ATG4B inh 0.
`Nc1nc(N2CCN(C(c3ccccc3)c3ccccc3)CC2)n[nH]1` gave EBI2 block -12, APJ antag 2, CXCR6 block 1, CCR6 antag 11, Gli-Sufu antag 66*, UBC13 inh -3, APJ agonist -2 and ATG4B inh -4.
For CCCCOC(=O)/C=C/c1c(C)[nH]c(=O)[nH]c1=O the results were EBI2 block 7, APJ antag -2, CXCR6 block -6, CCR6 antag -1, Gli-Sufu antag -8, UBC13 inh -4, APJ agonist -1 and ATG4B inh 7.
O=C(CS(=O)(=O)c1ccc(Br)cc1)N1CCOCC1 was read as EBI2 block -19, APJ antag 6, CXCR6 block -26, CCR6 antag 5, Gli-Sufu antag 0, UBC13 inh 4, APJ agonist 3 and ATG4B inh -7.
For O=C(/C=C/c1ccco1)N1CCN(c2ncccn2)CC1 the results were EBI2 block 27, APJ antag 18, CXCR6 block -5, CCR6 antag -12, Gli-Sufu antag -21, UBC13 inh -3, APJ agonist -2 and ATG4B inh -5.
`Cc1ccccc1N(C)S(=O)(=O)c1nnc(NC(=O)c2ccco2)s1` gave EBI2 block -3, APJ antag 5, CXCR6 block -1, CCR6 antag 0, Gli-Sufu antag -2, UBC13 inh -2, APJ agonist 3 and ATG4B inh 7.
CCOC(=O)CC1(NC(=O)c2cc(COc3cncc(Cl)c3)on2)CCCCC1 was read as EBI2 block -13, APJ antag -26, CXCR6 block -1, CCR6 antag 12, Gli-Sufu antag 47, UBC13 inh -2, APJ agonist -1 and ATG4B inh 1.

Next section; it opens with the six that closed the last part.
`Nc1nc(N2CCN(C(c3ccccc3)c3ccccc3)CC2)n[nH]1` gave EBI2 block -12, APJ antag 2, CXCR6 block 1, CCR6 antag 11, Gli-Sufu antag 66*, UBC13 inh -3, APJ agonist -2 and ATG4B inh -4.
For CCCCOC(=O)/C=C/c1c(C)[nH]c(=O)[nH]c1=O the results were EBI2 block 7, APJ antag -2, CXCR6 block -6, CCR6 antag -1, Gli-Sufu antag -8, UBC13 inh -4, APJ agonist -1 and ATG4B inh 7.
O=C(CS(=O)(=O)c1ccc(Br)cc1)N1CCOCC1 was read as EBI2 block -19, APJ antag 6, CXCR6 block -26, CCR6 antag 5, Gli-Sufu antag 0, UBC13 inh 4, APJ agonist 3 and ATG4B inh -7.
For O=C(/C=C/c1ccco1)N1CCN(c2ncccn2)CC1 the results were EBI2 block 27, APJ antag 18, CXCR6 block -5, CCR6 antag -12, Gli-Sufu antag -21, UBC13 inh -3, APJ agonist -2 and ATG4B inh -5.
`Cc1ccccc1N(C)S(=O)(=O)c1nnc(NC(=O)c2ccco2)s1` gave EBI2 block -3, APJ antag 5, CXCR6 block -1, CCR6 antag 0, Gli-Sufu antag -2, UBC13 inh -2, APJ agonist 3 and ATG4B inh 7.
CCOC(=O)CC1(NC(=O)c2cc(COc3cncc(Cl)c3)on2)CCCCC1 was read as EBI2 block -13, APJ antag -26, CXCR6 block -1, CCR6 antag 12, Gli-Sufu antag 47, UBC13 inh -2, APJ agonist -1 and ATG4B inh 1.
`Cc1ccc(C(=O)N2CCN(c3ncccn3)CC2)o1` gave EBI2 block 5, APJ antag 17, CXCR6 block 3, CCR6 antag -3, Gli-Sufu antag -19, UBC13 inh 6, APJ agonist -1 and ATG4B inh -10.
`Cc1ccccc1NC(=O)CSC1=NCCN1` gave EBI2 block 0, CXCR6 block 3, CCR6 antag 6, Gli-Sufu antag -11 and ATG4B inh -2.
`CSc1ccc(Cl)c(C(=O)N2CCN(c3ncccn3)CC2)c1` gave EBI2 block -4, APJ antag -2, CXCR6 block 1, CCR6 antag 8, Gli-Sufu antag 6, UBC13 inh 8, APJ agonist -4 and ATG4B inh -1.
`CC(C)Nc1nc(Cl)nc(Nc2ccccc2)n1` gave EBI2 block -10, APJ antag -19, CXCR6 block -2, CCR6 antag -28, Gli-Sufu antag 0, UBC13 inh 4, APJ agonist 2 and ATG4B inh -7.
Screening Cn1c(=O)c2c(O)c(Cc3ccccc3)c(=O)n(C)c2n(C)c1=O returned EBI2 block -1, APJ antag -5, CXCR6 block -6, CCR6 antag 1, Gli-Sufu antag -12, UBC13 inh 0, APJ agonist 2 and ATG4B inh -9.
For CCc1ccc(NS(=O)(=O)c2ccc(OC)c3ncccc23)cc1 the results were EBI2 block -2, APJ antag -36, CXCR6 block 3, CCR6 antag 5, Gli-Sufu antag 9, UBC13 inh -7, APJ agonist 4 and ATG4B inh -3.
For COc1ccc(CC(=O)NNC(=O)COc2ccc3ccccc3c2)cc1 the results were EBI2 block 10, CXCR6 block 2, CCR6 antag 4, Gli-Sufu antag -1 and ATG4B inh 5.
For Cc1cc(/C=N/n2c(COc3ccccc3)nc3ccccc3c2=O)c(O)c([N+](=O)[O-])c1 the results were EBI2 block 45*, APJ antag 11, CXCR6 block 15, CCR6 antag 32, Gli-Sufu antag 10, UBC13 inh -92, APJ agonist -4 and ATG4B inh 60*.
`CC(NCc1cccc(OCc2ccccc2)c1)C(O)c1ccccc1` (centres undefined) gave EBI2 block -15, APJ antag -2, CXCR6 block 1, CCR6 antag 8, Gli-Sufu antag 0, UBC13 inh 18, APJ agonist -1 and ATG4B inh -7.
For O=C(O)CCCC(=O)Nc1ccccc1C(=O)N1CCOCC1 the results were EBI2 block 11, APJ antag -1, CXCR6 block 2, CCR6 antag -13, Gli-Sufu antag -3, UBC13 inh 3, APJ agonist -3 and ATG4B inh -9.
Screening CCCCC(=O)Nc1nnc(S(=O)(=O)N2CCCc3ccccc32)s1 returned EBI2 block -5, APJ antag -37, CXCR6 block -3, CCR6 antag 7, Gli-Sufu antag -22, UBC13 inh -3, APJ agonist -2 and ATG4B inh 1.
For O=C(/C=C/c1cccc([N+](=O)[O-])c1)OCC(=O)N1CCN(C(=O)c2ccco2)CC1 the results were EBI2 block 0, APJ antag 2, CXCR6 block -1, CCR6 antag -1, Gli-Sufu antag 2, UBC13 inh 15, APJ agonist -4 and ATG4B inh 7.
CC1(c2ccccc2)NC(=O)N(CC(=O)N2CCN(S(=O)(=O)c3cccc([N+](=O)[O-])c3)CC2)C1=O (centres undefined) was read as EBI2 block -9, APJ antag -34, CXCR6 block -9, CCR6 antag -11, Gli-Sufu antag -2, UBC13 inh -3, APJ agonist 2 and ATG4B inh 0.
Screening Cc1noc(C)c1COC(=O)c1cccnc1SCC(=O)Nc1ccc2c(c1)OCO2 returned EBI2 block -1, APJ antag 6, CXCR6 block -3, CCR6 antag 15, Gli-Sufu antag -5, UBC13 inh 0, APJ agonist -6 and ATG4B inh -4.
For N/C(=N\OC(=O)c1ccc(Cl)c(Cl)c1)c1cccnc1 the results were EBI2 block -13, APJ antag -8, CXCR6 block -11, CCR6 antag -17, Gli-Sufu antag -33, UBC13 inh 2, APJ agonist 21 and ATG4B inh -7.
`Cc1cccc(NC(=O)c2ccc3c(c2)OCCO3)n1` gave EBI2 block 1, APJ antag -9, CXCR6 block -9, CCR6 antag 8, UBC13 inh -4, APJ agonist -2 and ATG4B inh 2.
CCNC(=S)N1CCN(c2nc(CC)nc3sc4c(c23)CCCC4)CC1 was read as EBI2 block 1, APJ antag -2, CXCR6 block 0, CCR6 antag 9, Gli-Sufu antag 29, UBC13 inh 9, APJ agonist 0 and ATG4B inh 73*.
CCC(=O)N=c1sc2c(C)cc(C)cc2n1CC(=O)OC was read as EBI2 block 3, APJ antag 2, CXCR6 block 2, CCR6 antag 7, Gli-Sufu antag -3, UBC13 inh 6, APJ agonist -10 and ATG4B inh -13.
`CC(C)c1ccc(/C=C(\NC(=O)c2ccccc2)C(=O)NCCCn2ccnc2)cc1` gave EBI2 block -4, APJ antag -25, CXCR6 block -8, CCR6 antag 12, Gli-Sufu antag 13, UBC13 inh 11, APJ agonist -3 and ATG4B inh -9.
For COc1ccc(CCNC(=O)COc2cc(C)cc3oc(=O)cc(C)c23)cc1 the results were EBI2 block 9, APJ antag 14, CXCR6 block 0, CCR6 antag 5, Gli-Sufu antag 15, UBC13 inh 13, APJ agonist -7 and ATG4B inh -4.
Screening CC(C)c1nnc(NC(=O)C2CCCCC2)s1 returned EBI2 block -7, APJ antag 11, CXCR6 block 1, CCR6 antag -1, Gli-Sufu antag -3, UBC13 inh 7, APJ agonist -3 and ATG4B inh -3.
`O=S(=O)(c1ccccc1)C1CC1(c1ccccc1)c1ccccc1` (centres undefined) gave EBI2 block 7, CXCR6 block 2, CCR6 antag 16, Gli-Sufu antag -17 and ATG4B inh 18.
COc1cc(C(CCN2CCOCC2)c2c(OC)cc(OC)c3c(-c4ccccc4)cc(=O)oc23)cc(OC)c1OC (centres undefined) was read as EBI2 block 6, CXCR6 block 14, CCR6 antag 18, Gli-Sufu antag -9 and ATG4B inh 5.
Screening CC(C)c1cc(C(=O)O)c2cnn(C(C)C)c2n1 returned EBI2 block -2, APJ antag -15, CXCR6 block 1, CCR6 antag -2, Gli-Sufu antag -6, UBC13 inh 2, APJ agonist 2 and ATG4B inh 0.

Compound activity from PubChem.
